Assay outcomes (PubChem)
OXTR potentiator = human OXTR potentiators, primary screen, fluorescence, CHO-OTR cells, Fluo-8 calcium; Oxytocin receptor (Homo sapiens), P30559; Fluo-8 calcium fluorescence, potentiator mode; 0% = oxytocin EC15, 100% = EC100; activation, % at 3 µM; actives 0.061% (n = 320,000);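 active = activation above that plate's cutoff, the mean activation of tested compounds plus 3 SD, cut at about 6.6% in these data, passing the limit was not always enough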;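 also: 100% uses oxytocin at 75 nM as the full agonist control; some results filed as inactive read as strong as hits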
Target sequence (P30559 whole entry, looked up): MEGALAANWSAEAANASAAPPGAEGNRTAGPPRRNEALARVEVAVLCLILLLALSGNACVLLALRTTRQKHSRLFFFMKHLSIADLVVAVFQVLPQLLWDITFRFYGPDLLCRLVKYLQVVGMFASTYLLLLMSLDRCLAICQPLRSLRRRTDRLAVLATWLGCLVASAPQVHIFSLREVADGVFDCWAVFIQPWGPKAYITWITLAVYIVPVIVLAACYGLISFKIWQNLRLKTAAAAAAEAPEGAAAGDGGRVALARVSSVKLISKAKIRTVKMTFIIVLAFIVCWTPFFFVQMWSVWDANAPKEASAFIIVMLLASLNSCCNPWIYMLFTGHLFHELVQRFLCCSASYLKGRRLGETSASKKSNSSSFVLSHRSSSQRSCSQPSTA
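Assay system: CHO cell line stably expressing human OTR. Reagent: EC15 oxytocin agonist. Dosing: single dose, 3.0 µM nominal final compound concentration. Timing: compound 6 min at room temperature before oxytocin, 100 s read. Signal: kinetic Fluo-8 calcium fluorescence. Controls: oxytocin EC15 low and EC100 high.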
CHO parental Ca = ATP-evoked calcium signal inhibitors, parental CHO, primary screen, counter-screen for OX1R antagonist project, cell-based, fluorescence, Fluo-8 calcium dye; parental CHO-K1, ATP-induced calcium, Fluo-8 fluorescence; actives 0.63% (n = 330,000); inhibition, % at 5.6 µM; AID 463079, 2010;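 active = inhibition above that plate's mean sample inhibition plus 3 SD, cut at about 26% in these data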;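 also: 0% = ATP-challenged DMSO wells and 100% = DMSO wells without ATP; some compounds past the cut are filed as inactive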
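Material: Parental CHO cells | Reagent: ATP | Compound dosing: Single nominal dose of 5.6 µM per compound | Detection: Intracellular calcium via Fluo-8 no-wash fluorescent dye | Read-out: % inhibition of ATP-induced calcium mobilization | Benchmarks: Low control ATP plus DMSO, high control DMSO only | Replicates: Singlicate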
M1 ag parental = counter-screen for M1 agonists: effect in parental CHO-K1 cells; Fluo-8 calcium fluorescence; scaled to maximal ATP response, vehicle zero; activation, % at 3 µM; actives 0.48% (n = 360,000); AID 602248, 2012; in the data active = activation above about 15%;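 also: untransfected CHO-K1 host cells lacking M1 receptor as counterscreen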
M1 ag = human M1 muscarinic receptor agonists, primary screen, Fluo-8 calcium fluorescence, CHO-K1 cells, HTS | Muscarinic acetylcholine receptor M1 (Homo sapiens), P11229 | CHO-K1 hM1, agonist mode; 0% DMSO, 100% acetylcholine EC100 | activation, % at 3 µM | actives 0.33% (n = 360,000);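 active = activation above the run's mean compound activation plus 3 SD, cut at about 16% in these data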;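 also: peak over basal fluorescence ratio within a 140 s kinetic read after compound addition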
Target sequence (P11229 whole entry, looked up): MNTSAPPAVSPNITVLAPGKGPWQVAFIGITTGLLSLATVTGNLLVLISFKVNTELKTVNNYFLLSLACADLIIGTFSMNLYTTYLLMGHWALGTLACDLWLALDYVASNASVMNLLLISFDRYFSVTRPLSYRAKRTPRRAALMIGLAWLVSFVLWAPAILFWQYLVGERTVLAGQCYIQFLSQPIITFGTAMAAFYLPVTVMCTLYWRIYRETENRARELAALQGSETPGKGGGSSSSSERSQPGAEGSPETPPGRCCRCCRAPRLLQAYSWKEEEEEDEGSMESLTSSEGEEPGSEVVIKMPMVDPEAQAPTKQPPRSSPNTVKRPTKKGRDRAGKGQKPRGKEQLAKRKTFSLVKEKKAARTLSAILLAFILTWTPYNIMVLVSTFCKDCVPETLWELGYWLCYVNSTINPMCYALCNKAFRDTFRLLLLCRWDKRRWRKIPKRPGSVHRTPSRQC
M1 PAM parental = nonselective calcium activators in parental CHO-K1 cells, primary screen, counter-screen for M1 PAM project, cell-based, Fluo-8 calcium fluorescence, full deck, 1536-well. AID 602247, 2012. actives 0.02% (n = 360,000). activation, % at 3 µM. ATP EC20; 0% at ATP EC20, 100% at ATP max;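 active = activation above the run cutoff, the mean activation of all test compounds plus 3 SD, cut at about 40% in these data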;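 also: peak over basal fluorescence ratio in a 140 s read after ATP addition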
M1 antag = human M1 muscarinic receptor antagonists, primary screen, CHO-K1 cells, Fluo-8 calcium fluorescence, 1536-well; Muscarinic acetylcholine receptor M1 (Homo sapiens), P11229; CHO-K1 hM1, ACh EC80 antagonist; inhibition, % at 3 µM; actives 1.3% (n = 360,000); AID 588852, 2011;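 active = percent inhibition above its own plate's cutoff, namely the mean of that plate's compound wells plus 3 SD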;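 also: peak over basal fluorescence ratio during 140 s after agonist addition; 0% = ACh EC80 plus DMSO and 100% = DMSO alone without agonist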
TAAR1 antag = human TAAR1 antagonists, primary screen, Fluo-8 calcium fluorescence, CHO RD-HGA16 cells | antagonist | inhibition, % at 3 µM | Trace amine-associated receptor 1 (Homo sapiens), Q96RJ0 | AID 624466, 2012 | actives 1.5% (n = 360,000);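 active = inhibition above a per-plate cutoff, the mean inhibition of test compounds on that plate plus 3 SD, cut at about 49% in these data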;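 also: 0% = DMSO plus EC80 beta-PEA response and 100% = DMSO alone without agonist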
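Test system: hTAAR1-expressing CHO RD-HGA16 cells, Gα16-coupled; Probe or stimulus: EC80 β-phenethylamine stimulus; Compound dosing: single nominal final test compound concentration of 3 µM; Timing: 140 s kinetic read after compound, 140 s after agonist; Signal: Fluo-8 calcium-sensitive fluorescence; Measure: % inhibition of agonist calcium response; Controls: DMSO and EC80 PEA controls.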
CHO-K1 Ca antag = counter-screen for M1 antagonists: effect in parental CHO-K1 cells; ATP-induced calcium, Fluo-8 fluorescence; actives 0.6% (n = 360,000); inhibition, % at 3 µM;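 active = inhibition above a per-plate cutoff, the plate's mean sample inhibition plus 3 SD, cut at about 24% in these data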;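 also: 0% = DMSO plus EC80 ATP and 100% = DMSO alone without ATP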
TAAR1 ag = human TAAR1 agonists, primary screen, Fluo-8 calcium fluorescence, CHO RD-HGA16 cells; vehicle wells 0%, saturating PEA agonist 100%; activation, % at 3 µM; actives 0.99% (n = 360,000); AID 624467, 2012;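 active = activation above the mean activation of all test compounds in the run plus 3 SD, cut at about 38% in these data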
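Signal – calcium-sensitive Fluo-8 signal, excitation 470-495, emission 515-575 nm · System – RD-HGA16 (CHO) cells co-expressing Gα16 and hTAAR1 · Incubation – 17-24 h seeding, 75 min 37 °C dye, 30 min RT · Compound dosing – 3 µM single concentration · Repeats – no replicates (n 1)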
Starred values were filed as active, the others as inactive.

The first 3 records as a preview:
Screening O=C(CSc1nnc(Cn2c(=O)sc3ccccc32)n1-c1ccccc1)N1CCCCCC1 returned OXTR potentiator 3, CHO parental Ca -21, M1 ag parental 1.2, M1 ag -7, M1 PAM parental 27, M1 antag -13, TAAR1 antag 6, CHO-K1 Ca antag -4 and TAAR1 ag 5.
`Cc1csc(SCC(=O)N(C)CC(=O)Nc2ccccc2Cl)n1` gave OXTR potentiator -1, CHO parental Ca -8, M1 ag parental 0.9, M1 ag -3, M1 PAM parental 16, M1 antag 0, TAAR1 antag -10, CHO-K1 Ca antag 2 and TAAR1 ag 8.
`CN1CCN(C(=O)CN(c2cc(C(F)(F)F)ccc2Cl)S(C)(=O)=O)CC1` gave OXTR potentiator -1, CHO parental Ca -8, M1 ag parental 0.1, M1 ag -5, M1 PAM parental 3, M1 antag 13, TAAR1 antag 4, CHO-K1 Ca antag -6 and TAAR1 ag 1.

The whole of this part, repeating the preview:
Screening O=C(CSc1nnc(Cn2c(=O)sc3ccccc32)n1-c1ccccc1)N1CCCCCC1 returned OXTR potentiator 3, CHO parental Ca -21, M1 ag parental 1.2, M1 ag -7, M1 PAM parental 27, M1 antag -13, TAAR1 antag 6, CHO-K1 Ca antag -4 and TAAR1 ag 5.
`Cc1csc(SCC(=O)N(C)CC(=O)Nc2ccccc2Cl)n1` gave OXTR potentiator -1, CHO parental Ca -8, M1 ag parental 0.9, M1 ag -3, M1 PAM parental 16, M1 antag 0, TAAR1 antag -10, CHO-K1 Ca antag 2 and TAAR1 ag 8.
`CN1CCN(C(=O)CN(c2cc(C(F)(F)F)ccc2Cl)S(C)(=O)=O)CC1` gave OXTR potentiator -1, CHO parental Ca -8, M1 ag parental 0.1, M1 ag -5, M1 PAM parental 3, M1 antag 13, TAAR1 antag 4, CHO-K1 Ca antag -6 and TAAR1 ag 1.
`CCOc1ccc(NS(=O)(=O)c2ccc(NC(=O)C3CC3)cc2)cc1` gave OXTR potentiator -12, CHO parental Ca -4, M1 ag parental 8.8, M1 ag 8, M1 PAM parental 7, M1 antag 3, TAAR1 antag 15, CHO-K1 Ca antag -2 and TAAR1 ag 19.
COCCN=C1N[C@@H](c2cccc(C(F)(F)F)c2)C(C(=O)OC)=C(C)N1Cc1ccccc1 was read as OXTR potentiator -10, CHO parental Ca -17, M1 ag parental 4.0, M1 ag 7, M1 PAM parental 11, M1 antag 4, TAAR1 antag 12, CHO-K1 Ca antag -4 and TAAR1 ag 8.
O=Cc1ccccc1OCCOc1ccccc1C=O was read as OXTR potentiator -4, CHO parental Ca 5, M1 ag parental 6.5, M1 ag -14, M1 PAM parental -4, M1 antag 82*, TAAR1 antag -8, CHO-K1 Ca antag 4 and TAAR1 ag 0.
For O=C(C1CCC(=O)N(C2CCCC2)C1)N1CCN(c2ccccc2Cl)CC1 (stereo not drawn) the results were OXTR potentiator -22, CHO parental Ca -9, M1 ag parental 2.5, M1 ag -2, M1 PAM parental -11, M1 antag -4, TAAR1 antag -12, CHO-K1 Ca antag -3 and TAAR1 ag 3.
CCOC(=O)c1sc(Nc2nc(OC)cc(OC)n2)nc1C was read as OXTR potentiator -8, CHO parental Ca -10, TAAR1 antag -3 and TAAR1 ag -1.
Cc1ccc(S(=O)(=O)N(C)c2ccc(OCC(=O)Nc3nc(-c4ccccc4)cs3)cc2)cc1 was read as OXTR potentiator -5, CHO parental Ca -9, M1 ag parental 2.7, M1 ag -4, M1 PAM parental -10, M1 antag 10, TAAR1 antag -1, CHO-K1 Ca antag 7 and TAAR1 ag 0.
`COCCN1CCN(Cc2nc(Cc3ccc(OC)c(OC)c3)no2)CC1` gave OXTR potentiator -3, CHO parental Ca -2, M1 ag parental 5.2, M1 ag -5, M1 PAM parental 13, M1 antag 20, TAAR1 antag -7, CHO-K1 Ca antag -4 and TAAR1 ag 1.
CN(Cc1ccccc1)C(=O)[C@@H]1CCCN1S(=O)(=O)c1ccc(Cl)cc1 was read as OXTR potentiator -5, CHO parental Ca -16, M1 ag parental 2.2, M1 ag -2, M1 PAM parental 6, M1 antag -13, TAAR1 antag -9, CHO-K1 Ca antag -13 and TAAR1 ag -1.
`CC(C)C(N)c1csc(NC(=O)Nc2ccccc2C(C)(C)C)n1` (stereo not drawn) gave M1 ag parental 0.6, M1 ag -2, M1 PAM parental 12, M1 antag -14, TAAR1 antag -8, CHO-K1 Ca antag -3 and TAAR1 ag 7.
Screening Cc1noc(C)c1COC(=O)c1cc(S(=O)(=O)N2CCOCC2)ccc1Cl returned OXTR potentiator 5, CHO parental Ca -17, M1 ag parental 1.2, M1 ag 10, M1 PAM parental 9, M1 antag 10, TAAR1 antag 22, CHO-K1 Ca antag -11 and TAAR1 ag 2.
Screening CC(C)N1CCN(Cc2nc3ccccc3s2)CC1CCO (stereo not drawn) returned OXTR potentiator -11, CHO parental Ca -12, M1 ag parental 0.1, M1 ag -11, M1 PAM parental 12, M1 antag -3, TAAR1 antag -15, CHO-K1 Ca antag 3 and TAAR1 ag 0.
O=C(O)CN(c1ccccc1F)S(=O)(=O)c1ccccc1 was read as OXTR potentiator 11*, CHO parental Ca -15, M1 ag parental -0.6, M1 ag -3, M1 PAM parental -3, M1 antag -5, TAAR1 antag -7, CHO-K1 Ca antag 5 and TAAR1 ag 0.
Cc1nc(C(=O)NNC(=O)c2ccc(Cl)cc2)c(C(F)(F)F)o1 was read as OXTR potentiator -8, CHO parental Ca -13, M1 ag parental 2.5, M1 ag -3, M1 PAM parental 22, M1 antag -13, TAAR1 antag 3, CHO-K1 Ca antag -8 and TAAR1 ag 0.
Screening COc1cc(/C=N/Nc2nc(Nc3ccccc3)nc(N3CCCCC3)n2)ccc1OCC(=O)O returned OXTR potentiator -17, CHO parental Ca -22, M1 ag parental -0.1, M1 ag -8, M1 PAM parental 5, M1 antag -4, TAAR1 antag -27, CHO-K1 Ca antag 7 and TAAR1 ag 0.
`Cc1ccc(NC(=O)CCCNC(=O)c2ccc(Cl)cc2)nc1` gave OXTR potentiator 4, CHO parental Ca -4, M1 ag parental 0.2, M1 ag 0, M1 PAM parental -4, M1 antag -11, TAAR1 antag -24, CHO-K1 Ca antag -4 and TAAR1 ag -1.
Screening O=C(CN(c1ccccc1)S(=O)(=O)c1ccc(F)cc1)NC1CCS(=O)(=O)C1 (stereo not drawn) returned OXTR potentiator 3, CHO parental Ca 5, M1 ag parental 0.5, M1 ag -5, M1 PAM parental 0, M1 antag -2, TAAR1 antag -2, CHO-K1 Ca antag -10 and TAAR1 ag -1.
`O=C(N/N=C\c1cc2c(cc1Cl)OCO2)c1cccnc1` gave OXTR potentiator -2, CHO parental Ca -7, M1 ag parental 0.0, M1 ag -4, M1 PAM parental 1, M1 antag -7, TAAR1 antag 0, CHO-K1 Ca antag -1 and TAAR1 ag -1.
Screening COc1ccc(NC(=O)OCCn2c([N+](=O)[O-])cnc2C)cc1 returned OXTR potentiator -3, CHO parental Ca -3, M1 ag parental -0.1, M1 ag -4, M1 PAM parental -1, M1 antag -9, TAAR1 antag -7, CHO-K1 Ca antag -1 and TAAR1 ag 0.
COc1ccc(CNCCCSc2ncccn2)cc1OC was read as OXTR potentiator 4, CHO parental Ca -14, M1 ag parental -0.1, M1 ag -6, M1 PAM parental 0, M1 antag -21, TAAR1 antag -1, CHO-K1 Ca antag 3 and TAAR1 ag 0.
`Cc1nnc(SCCN2CCOCC2)n1-c1cccc(Cl)c1` gave OXTR potentiator -4, CHO parental Ca 3, M1 ag parental 0.3, M1 ag -2, M1 PAM parental 7, M1 antag 9, TAAR1 antag 9, CHO-K1 Ca antag -3 and TAAR1 ag 7.
Screening Cc1cc(OCC(=O)NCC2CCC(C(=O)O)CC2)c2c(C)c(Cc3ccccc3)c(=O)oc2c1 (stereo not drawn) returned OXTR potentiator 5, CHO parental Ca -13, M1 ag parental -0.1, M1 ag -3, M1 PAM parental 6, M1 antag -14, TAAR1 antag -24, CHO-K1 Ca antag 2 and TAAR1 ag 4.
Cc1ccc(C(=O)OCn2nnc3ccccc3c2=O)cc1[N+](=O)[O-] was read as OXTR potentiator -2, CHO parental Ca -5, M1 ag parental 0.6, M1 ag -4, M1 PAM parental 13, M1 antag -5, TAAR1 antag -20, CHO-K1 Ca antag -11 and TAAR1 ag -1.
Cc1ccc(-c2nn(-c3ccc(F)cc3)cc2C(=O)N2CCN(C3CCS(=O)(=O)C3)CC2)cc1 (stereo not drawn) was read as OXTR potentiator -3, CHO parental Ca -11, M1 ag parental -0.4, M1 ag 0, M1 PAM parental -18, M1 antag 21, TAAR1 antag -3, CHO-K1 Ca antag 17 and TAAR1 ag -2.
For Cc1ccc(C)c(C(=O)CN2C(=O)NC3(CCCCCC3)C2=O)c1 the results were M1 ag parental 2.8, M1 ag -7, M1 PAM parental 11, M1 antag -6, TAAR1 antag -17, CHO-K1 Ca antag -11 and TAAR1 ag -1.
